Growth percent in the NCI-60 one-dose screen (48 h, 10 µM unless noted): 100 = growth as untreated, 0 = no growth, -100 = all killed.
MDA-MB-468: MDA-MB-468 breast cancer. hit rate 8.5% among 78,000. AID 2202374
RPMI-8226: RPMI-8226 leukemia cells | hit rate 7.5% among 77,000 | AID 1794781
MDA-MB-435: MDA-MB-435 melanoma; hit rate 7.8% among 82,000; AID 1794794
K-562: K-562 leukemia; hit rate 7.4% among 78,000; AID 1794777
CCRF-CEM: CCRF-CEM leukemia | hit rate 7% among 77,000
MOLT-4: MOLT-4 leukemia cells. hit rate 6.9% among 80,000. AID 1794779
SR: SR leukemia cells; hit rate 8.7% among 73,000
HOP-62: HOP-62 NSCLC; hit rate 3.9% among 80,000
Numbers without * were called inactive; nt = not tested or not shown; & = joins results of further samples; ! = repeats disagree. The calls were made as follows: active = growth percent below 10; inactive = the rest.

#1 CN(C)CCC(=O)c1ccc(Cl)cc1
#2 CC(=O)Nc1ccc(N=Nc2ccccc2)cc1[N+](=O)[O-]
#3 COC(=O)c1c(C(=O)OC)c2n(CC(=O)Nc3cccc4cccnc34)c3ccccc3n2c1C(=O)c1ccc(C#N)cc1
#4 O=C(COc1ccc(NC(=O)Nc2ccc(Cl)c(Cl)c2)cc1)N=Nc1c(O)[nH]c2ccc(Br)cc12
#5 O=C(Cc1ccc(/C=C/C(=O)c2ncc[nH]2)cc1)Nc1ccc(S(F)(F)(F)(F)F)cc1
#6 O=C(/C(Cl)=N/O)c1ccc(Cl)cc1
#7 CC(C)(C)OC(=O)CC(C)(O)c1ccc(Cl)cc1 (centres undefined)
#8 COc1cc(OCc2ccccc2)c(CC(=O)O)c([N+](=O)[O-])c1
#9 CCOC(=O)CC1CSC(Nc2ccccc2)=N1 (centres undefined)
#10 CC1(C)CC(=O)c2c(nn(-c3ccccc3)c2-c2cn(-c3ccccc3)nc2-c2ccccc2)C1

entry no.	1	2	3	4	5	6	7	8	9	10
K-562	91&110	92	94	7.8*	18	98	107	127	96	87
MDA-MB-468	97&97	85	101	-75*	53	98	103	92	106	98
HOP-62	115&112	98	103	-71*	94	106	118	109	100	91
RPMI-8226	58&75	nt	95	3.6*	-18*	nt	109	120	105	87
MOLT-4	94&95	90	96	-3.2*	53	80	110	105	101	80
SR	110	101	126	3.2*	4.9*	72	104	117	99	97
CCRF-CEM	74&93	97	99	9.5*	42	85	99	89	98	92
MDA-MB-435	110&113	108	107	-51*	56	106	107	113	105	104

#11 CCC(C)Nc1ccc(NC(C)CC)cc1 (centres undefined)
#12 Cc1cc(N2CCCC2)nc(N(CCCNc2ccnc3cc(Cl)ccc23)Cc2ccc3c(c2)OCO3)n1
#13 C=CCOc1ccccc1/C=c1\sc2ncnn2c1=O
#14 CCCCCCCC/C=N/Nc1ccc([N+](=O)[O-])cn1
#15 Cc1ccccc1/C=C1/SC(=O)N(CCCC(=O)N2CCN(c3cc4c(cc3F)c(=O)c(C(=O)O)cn4C3CC3)CC2)C1=O
#16 N#CCCN1CCCC1=O
#17 CN1C(=O)N(C)C2SC(N/N=C/C=C/c3ccccc3)=NC21 (centres undefined)
#18 Cc1cccc2c(Cn3cc(Cn4c(C)cc(=O)n(Cc5cn(Cc6cc(=O)[nH]c7c(C)cccc67)nn5)c4=O)nn3)cc(=O)[nH]c12
#19 CC1=CC(C)(C)NC(=S)N1c1cccc2ccccc12
#20 C(=C\c1ccccn1)/c1cccnc1

entry no.	11	12	13	14	15	16	17	18	19	20
K-562	54	-15*	91	100	86	105	25	103	107	111
MDA-MB-468	8.1*	-47*	97	103	93	99	-4.1*	107	99	101
HOP-62	85	-17*	115	105	99	101	86	104	94	112
RPMI-8226	66	-31*	103	94	76	100	77	104	94	105
MOLT-4	59	-15*	100	99	76	106	47	96	103	100
SR	76	-36*	98	93	92	103	13	88	108	115
CCRF-CEM	79	1.0*	109	86	93	112	47	96	101	105
MDA-MB-435	95	-72*	99	101	98	102	-20*	104	103	124

#21 N#C[C@@H]1C2C=CC(O2)[C@H]1C#N
#22 O=C1NN(c2ccccc2)C(c2ccc3c(c2)OCO3)N2CCC[C@@H]12 (some centres undefined)
#23 NC1=NC2(CCCC2)N(c2ccc(S(N)(=O)=O)cc2)C(N)=N1
#24 CCCC(=O)Oc1ccc(/C(=C(\C)c2ccc(OC)cc2)c2ccc(OCCN3CCCCC3)cc2)cc1
#25 O=C(N/N=C/[C@H]1[C@H](CO)[C@@H](O)C[C@H]1O)c1ccncc1
#26 CCOC(=O)COc1ccc2c(C)c(CCN(CC)CC)c(=O)oc2c1
#27 Cc1ccc2c(c1)-c1nc3nnnn3nc1C(C)(C)O2
#28 O=C(Nc1ccc(Br)cc1)Nc1ccc(F)c(C(=O)c2c[nH]c3ncc(Br)cc23)c1F
#29 COc1ccc(CN2CCc3c(Oc4ccccc4)nc(N)nc3C2=O)c(OC)c1
#30 CC(=O)Nc1ccc(C)cc1C

entry no.	21	22	23	24	25	26	27	28	29	30
K-562	88	94	102	22	95	107	110	37	83	113
MDA-MB-468	88	121	82	69	105	127	108	73	89	115
HOP-62	102	91	127	86	92	103	87	88	81	94
RPMI-8226	95	105	110	57	99	98	66	nt	41	105
MOLT-4	86	102	95	72	85	110	106	69	77	110
SR	85	92	87	-15*	96	120	nt	69	65	113
CCRF-CEM	78	108	104	83	99	109	67	74	91	108
MDA-MB-435	100	105	103	84	107	112	108	69	84	101

#31 CCCCCCCCCC[N+](C)(C)C
#32 COc1ccc(-c2n[nH]nc2-c2cc(OC)c(OC)c(OC)c2)cc1
#33 CC(=O)O[C@H]1C[C@@]2(C)[C@@H](C[C@@H](O)[C@H]3[C@@]4(C)CC[C@H](N5CCCC5)[C@@H](C)[C@@H]4CC[C@@]32C)/C1=C(\CCC=C(C)C)C(=O)O
#34 CCCC(=O)OC1CCCCC1C1CCCCC1 (centres undefined)
#35 C(#CC1=CCCCC1)C1=CCCCC1
#36 CC(=O)NCCNC(C)=O
#37 O=C1/C(=C/c2cccc(OCc3ccc(Cl)cc3Cl)c2)N=C2OCCCN12
#38 NC1=NC(c2ccccc2)c2c(n[nH]c2N)N1 (centres undefined)
#39 c1ccc2cc(C[n+]3ccn(Cc4ccc5ccccc5n4)c3)ccc2c1
#40 COc1ccc(C(=O)C2C(c3ccc(OC)cc3)CN(C)C23C(=O)Nc2ccccc23)cc1 (centres undefined)

entry no.	31	32	33	34	35	36	37	38	39	40
K-562	22	8.2*	15	103	95	97	76	81	21&15	77
MDA-MB-468	-31*	-0.5*	95	95	107	103	72	nt	-3.7*	95
HOP-62	nt	46	100	96	118	nt	101	94	1.9*!	94
RPMI-8226	1.9*	4.7*	88	107	99	100	89	102	3.8*!	89
MOLT-4	-0.2*	6.9*	-58*	104	90	111	66	104	1.0*!	88
SR	20	7.3*	24	88	93	108	86	86	-3.7*!	98
CCRF-CEM	-19*	9.3*	43	nt	72	100	83	59	40&11	97
MDA-MB-435	33	4.9*	100	105	103	99	98	107	4.6*!	98

#41 O=C1C2CC(O)Cc3cc(Br)ccc3N2C(=O)CN1CCO (centres undefined)
#42 C=CCSc1nnc(-c2ccc(-c3ccccc3)nc2C)o1
#43 Clc1ccc2[nH]cc(-c3nn4cc(-c5nccs5)nc4s3)c2c1
#44 CCc1cc2c(cc1C(C)=O)C(C)(C)C(C)C2(C)C (centres undefined)
#45 C=CC1CCCCC1=O (centres undefined)
#46 CCCCN(C)c1ncnc2[nH]ncc12
#47 Cc1cc(=O)c2c(N(C)C)cccc2[nH]1
#48 COc1cc([N+](=O)[O-])c2ncccc2c1O
#49 CCOC(=O)c1ccc2c(c1)ncn2-c1ccc(O)cc1
#50 CC1=CC(=O)c2cccc(NC3=NCCO3)c21

entry no.	41	42	43	44	45	46	47	48	49	50
K-562	100	89	89	98	94	107	74	130	93	82
MDA-MB-468	98	82	92	111	110	91	91	95	96	107
HOP-62	94	106	93	98	98	96	84	5.9*	120	85
RPMI-8226	96	97	91	104	105	94	85	76	110	92
MOLT-4	91	98	79	102	85	112	83	119	100	111
SR	100	83	93	96	74	108	75	107	101	92
CCRF-CEM	91	92	78	111	99	103	85	61	94	108
MDA-MB-435	101	93	99	106	105	117	95	52	99	98

#51 Nc1cc(Cl)ccc1CN1C(=O)c2ccccc2C1=O
#52 Fc1ccc(-c2cn3c(-c4c[nH]c5ccc(Br)cc45)csc3n2)cc1
#53 CCCCCCNC(=O)Oc1ccc(/C(=C(/C)c2ccc(OC)cc2)c2ccc(OCCN3CCCC3)cc2)cc1
#54 CC1(C)N=C(N)N=C(N)N1c1ccc(Cl)cc1
#55 O=C(CSc1nc2sc3c(c2c(=O)n1Cc1ccccc1)CCCC3)N1CCN(c2ccccc2)CC1
#56 O=C(Nc1ccc(C2=NCCN2)cc1)c1ccc(Cl)c(C(=O)Nc2ccc(C3=NCCN3)cc2)c1
#57 Brc1c2c(c(Br)c3ccccc13)CCCC2
#58 CC(C)CC(=O)OCCCc1ccccc1
#59 Cc1cccc(Cc2cccc(C)c2O)c1O
#60 CN1CCC2(CC1)OC(c1ccccc1)C(c1ccccc1)O2 (centres undefined)

entry no.	51	52	53	54	55	56	57	58	59	60
K-562	nt	90	6.9*	20	99	79	95	77	92	98
MDA-MB-468	97	75	87	nt	106	nt	nt	99	96	107
HOP-62	89	35	88	37	88	95	84	88	100	102
RPMI-8226	82	78	17	nt	94	nt	100	nt	nt	100
MOLT-4	nt	64	30	54	93	nt	96	118	94	81
SR	nt	89	5.5*	53	101	nt	99	93	96	81
CCRF-CEM	nt	70	62	nt	98	95	97	99	94	108
MDA-MB-435	108	83	74	29	101	103	111	101	104	110

#61 COc1c(O[C@@H]2OC(CO)[C@@H](O)[C@H](O)C2O)cc2oc3cc(O[C@H]4O[C@H](CO)[C@H](O)C(O)C4O)c(CC=C(C)C)c(O)c3c(=O)c2c1CC=C(C)C (some centres undefined)
#62 CC(C)(C)n1cc(-c2ccnc(NCCCNS(=O)(=O)c3ccccc3)n2)c(-c2ccc(Cl)c(O)c2)n1
#63 COC1OC(C(C)Br)C2OC(C)(C)OC12 (centres undefined)
#64 CC1CCc2c(ccc3ccccc23)C1=O (centres undefined)
#65 Cn1c2ccccc2c2ccccc21
#66 NS(=O)(=O)c1ccc(NC(=S)/N=C/C2=C(O)c3ccccc3C2=O)cc1
#67 CC(NC(C)c1ccccc1)c1ccccc1 (centres undefined)
#68 CCN(C)N=Nc1ccc(C(N)=O)cc1
#69 Cc1ccc(C)c2c1SC1=NNC(C(C#N)C#N)=C(C#N)C(=N)N12
#70 O=C(CCC(=O)N1CCOCC1)OCCCCCCSc1ccc([N+](=O)[O-])c2nonc12

entry no.	61	62	63	64	65	66	67	68	69	70
K-562	92	49	97	93&115	89	109	106	93	110	6.5*
MDA-MB-468	98	89	96	99&106	101	76	95	118	129	-43*
HOP-62	96	109	92	99&109	91	94	88	100	104	38
RPMI-8226	100	72	95	101	94	99	101	115	97	-21*
MOLT-4	94	70	114	98&111	90	105	101	87	104	-2.7*
SR	108	95	nt	103&115	88	96	99	nt	110	-2.7*
CCRF-CEM	106	65	92	104&112	93	104	95	nt	100	-5.5*
MDA-MB-435	112	98	104	108	103	108	111	112	nt	-88*

#71 Cn1cc(-c2nn3cc(-c4nccs4)nc3s2)c2cc(F)ccc21
#72 COc1ccc(/C(C)=N\NC(N)=O)cc1
#73 CC(C)(C)OC(=O)N1CCCC1C(=O)NC(c1ccccc1)c1ccccc1 (centres undefined)
#74 O=C1CC2(CCCC2)Oc2ncccc21
#75 COc1ccc(S(=O)(=O)O)c2ccccc12
#76 c1ccc(C(=NNc2nc3ccccc3o2)c2ccccn2)nc1

entry no.	71	72	73	74	75	76
K-562	103	90	101	109	99	11
MDA-MB-468	104	106	113	103	103	-27*
HOP-62	97	111	90	109	96	nt
RPMI-8226	100	97	102	106	118	6.0*
MOLT-4	108	94	112	105	97	12
SR	98	93	112	102	90	11
CCRF-CEM	116	98	104	112	nt	3.2*
MDA-MB-435	97	104	103	102	100	25

By substructure: those above containing a Cl atom (eleven)
#1 CN(C)CCC(=O)c1ccc(Cl)cc1
#4 O=C(COc1ccc(NC(=O)Nc2ccc(Cl)c(Cl)c2)cc1)N=Nc1c(O)[nH]c2ccc(Br)cc12
#6 O=C(/C(Cl)=N/O)c1ccc(Cl)cc1
#7 CC(C)(C)OC(=O)CC(C)(O)c1ccc(Cl)cc1 (centres undefined)
#12 Cc1cc(N2CCCC2)nc(N(CCCNc2ccnc3cc(Cl)ccc23)Cc2ccc3c(c2)OCO3)n1
#37 O=C1/C(=C/c2cccc(OCc3ccc(Cl)cc3Cl)c2)N=C2OCCCN12
#43 Clc1ccc2[nH]cc(-c3nn4cc(-c5nccs5)nc4s3)c2c1
#51 Nc1cc(Cl)ccc1CN1C(=O)c2ccccc2C1=O
#54 CC1(C)N=C(N)N=C(N)N1c1ccc(Cl)cc1
#56 O=C(Nc1ccc(C2=NCCN2)cc1)c1ccc(Cl)c(C(=O)Nc2ccc(C3=NCCN3)cc2)c1
#62 CC(C)(C)n1cc(-c2ccnc(NCCCNS(=O)(=O)c3ccccc3)n2)c(-c2ccc(Cl)c(O)c2)n1

entry no.	1	4	6	7	12	37	43	51	54	56	62
K-562	91&110	7.8*	98	107	-15*	76	89	nt	20	79	49
MDA-MB-468	97&97	-75*	98	103	-47*	72	92	97	nt	nt	89
HOP-62	115&112	-71*	106	118	-17*	101	93	89	37	95	109
RPMI-8226	58&75	3.6*	nt	109	-31*	89	91	82	nt	nt	72
MOLT-4	94&95	-3.2*	80	110	-15*	66	79	nt	54	nt	70
SR	110	3.2*	72	104	-36*	86	93	nt	53	nt	95
CCRF-CEM	74&93	9.5*	85	99	1.0*	83	78	nt	nt	95	65
MDA-MB-435	110&113	-51*	106	107	-72*	98	99	108	29	103	98

Source: PubChem BioAssay (NCI)
